Screens deposited in PubChem BioAssay by National Center for Advancing Translational Sciences (NCATS).
Mm-Cpn inhibitor: Inhibitors of TCP-1 ring complex (TRiC) of Methanococcus maripaludis (MmCpn): qHTS. Chaperonin Mm-Cpn (Methanococcus maripaludis). purified Mm-Cpn ATPase, ADP Transcreener TR-FRET. Potency, µM (doses to about 76.9 µM), inactives show at the highest dose activity, negative = inhibition, usual class: inhibitors. actives 0.031% (n = 330,000); further: potency means the concentration at half of the fitted maximal effect; on the % scale 0 is the no-effect control and ±100 the full control effect; nearly all actives have a fitted effect of over 80% in size
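Reaction buffer contained 30 mM Tris pH 7.4, 100 mM KCl, 5 mM MgCl2 and 1 mM DTT. Mm-CPN (25 nM final) hydrolysed 10 uM ATP over 30 min at 37°C; ADP was read by HTRF.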
PLK1 PBD inh: qHTS for Inhibitors of PLK1-PDB (polo-like kinase 1 - polo-box domain): Primary Screen | Serine/threonine-protein kinase PLK1 (Homo sapiens), P53350 | Plk1 PBD binding of FITC phosphopeptide, fluorescence polarization | Potency, µM, for inactives: max response, negative = inhibition, hits mostly inhibitors | actives 2.8% (n = 360,000) | AID 720504, 2013; further: potency means the concentration at half of the fitted maximal effect; series mostly up to about 57 µM; on the % scale 0 is the no-effect control and ±100 the full control effect; nearly all actives have a fitted effect of over 65% in size
CCT modulator: High-Throughput Screening for Modulators of Cytosolic Chaperonin Activity | purified chaperonin ATPase assay, HTRF ADP detection, 30 min | activity change, % (no concentration beside the values), hits read low | actives 0.3% (n = 360,000) | AID 651819, 2012; in the data active means activity change below about -30%; further: on the % scale 0 is the no-effect control and ±100 the full control effect
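First, chaperonin was dispensed at 40 nM or 20 nM final depending on batch activity. Next, compounds were pinned at 76 uM and ATP added at 10 uM. After 30 min at 37 °C, ADP detection reagents ran 30 min at ambient temperature.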
EPAC1 agonist: qHTS for Agonist of cAMP-regulated guanine nucleotide exchange factor 3 (EPAC1): primary screen; EPAC1 agonist qHTS, biochemical assay; response scale: 100% = response to 6.5 mM cAMP; Potency, µM (titrated, usually from 154 µM), for inactives: at the highest dose activation, hits mostly activators; actives 0.073% (n = 360,000); further: potency means the concentration at half of the fitted maximal effect; nearly all actives have a fitted effect of over 60% in size
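Nucleotide exchange assay: 100 nM EPAC1 with 250 nM Rap1B loaded with BODIPY-GDP and 50 uM GDP, room temperature. Fluorescence (480/540 nm) read every 5 min for 30 min; signal change normalized to 6.5 mM cAMP as full agonist.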
EPAC2 antag: qHTS for Antagonist of cAMP-regulated guanine nucleotide exchange factor 2 (EPAC2): primary screen; Potency, µM (titrated, usually from 114 µM), without a hit: at the top dose activity, negative = inhibition, usual class: inhibitors; actives 0.18% (n = 360,000); EPAC2 GEF exchange of Rap1B-BODIPY-GDP, fluorescence; AID 720708, 2013; further: potency means the concentration at half of the fitted maximal effect; on the % scale 0 is the no-effect control and ±100 the full control effect; nearly all actives have a fitted effect of over 45% in size; many of its hits are not listed in these tables
Target sequence (Q8WZA2 whole entry, looked up): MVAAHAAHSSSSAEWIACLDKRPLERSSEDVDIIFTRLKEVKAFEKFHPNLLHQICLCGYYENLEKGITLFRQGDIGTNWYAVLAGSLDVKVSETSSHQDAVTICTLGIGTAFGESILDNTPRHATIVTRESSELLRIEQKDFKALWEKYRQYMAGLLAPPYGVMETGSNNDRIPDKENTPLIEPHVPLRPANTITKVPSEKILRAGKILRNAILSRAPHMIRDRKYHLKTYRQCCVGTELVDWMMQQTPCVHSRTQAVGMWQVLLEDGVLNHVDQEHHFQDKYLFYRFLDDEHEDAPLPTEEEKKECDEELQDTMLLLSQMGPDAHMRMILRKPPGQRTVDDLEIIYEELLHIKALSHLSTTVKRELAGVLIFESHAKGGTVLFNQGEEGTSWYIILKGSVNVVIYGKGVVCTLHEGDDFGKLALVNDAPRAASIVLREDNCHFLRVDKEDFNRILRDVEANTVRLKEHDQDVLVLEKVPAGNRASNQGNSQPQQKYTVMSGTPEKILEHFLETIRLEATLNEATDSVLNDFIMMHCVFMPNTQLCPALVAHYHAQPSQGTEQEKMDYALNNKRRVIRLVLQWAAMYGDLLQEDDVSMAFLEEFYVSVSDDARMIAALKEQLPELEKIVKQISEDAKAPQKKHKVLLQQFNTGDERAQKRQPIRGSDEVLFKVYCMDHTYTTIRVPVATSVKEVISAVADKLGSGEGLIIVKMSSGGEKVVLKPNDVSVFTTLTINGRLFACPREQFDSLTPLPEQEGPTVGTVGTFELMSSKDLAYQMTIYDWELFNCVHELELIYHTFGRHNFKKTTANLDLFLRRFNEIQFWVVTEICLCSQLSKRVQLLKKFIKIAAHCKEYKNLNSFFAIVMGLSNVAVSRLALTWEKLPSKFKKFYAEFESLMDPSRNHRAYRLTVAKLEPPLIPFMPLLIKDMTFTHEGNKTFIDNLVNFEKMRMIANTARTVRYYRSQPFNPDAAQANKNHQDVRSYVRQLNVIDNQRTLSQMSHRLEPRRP
PI5P4Ka inh: qHTS for Inhibitors of phosphatidylinositol 5-phosphate 4-kinase (PI5P4K); PI5P4Kalpha enzyme, ADP-Glo luminescence, 60 min; stronger effect = lower value; actives 1.2% (n = 330,000); AID 652105, 2013; max response, %; active means max response of -50% or lower; inconclusive means between -30% and -50%; inactive means -30% or higher; further: value at the top dose of about 77 µM; on the % scale 0 is the no-effect control and ±100 the full control effect
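Luminescence from ADP-Glo served as readout of PI5P4Kalpha activity in a qHTS format. Reaction: enzyme, substrate, compound, ATP at 5 microM final, 60 min at RT.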
WRN helicase inh: qHTS for Inhibitors of WRN Helicase; WRN helicase unwinding, fluorescent forked duplex, kinetic; Potency, µM (doses to about 114 µM), without a hit: at the highest dose activity change, negative = inhibition, hits mostly inhibitors; actives 0.46% (n = 360,000); AID 651768, 2012; further: potency means the concentration at half of the fitted maximal effect; on the % scale 0 is the no-effect control and ±100 the full control effect; nearly all actives have a fitted effect of over 55% in size
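Kinetic red-fluorescence monitoring (525/598 nm) tracks WRN helicase activity after 100 nM fluorophore-quencher forked duplex and 2 mM ATP are added to 20 nM enzyme pretreated 15 min at room temperature with compound.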
EPAC1 antagonist: qHTS for Antagonist of cAMP-regulated guanine nucleotide exchange factor 3 (EPAC1): primary screen; EPAC1 GEF assay, Rap1b-BODIPY-GDP exchange fluorescence; Rap guanine nucleotide exchange factor 3 (Homo sapiens), O95398; actives 0.14% (n = 360,000); Potency, µM (series often up to 115 µM), for inactives: top-dose activity change, negative = inhibition, usual class: inhibitors; AID 720709, 2013;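 further: potency means the concentration at half of the fitted maximal effect; plate controls were vehicle for no effect and positive control for full effect; nearly all actives have a fitted effect of over 50% in size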
An asterisk follows results filed as active; u = inconclusive; x = no result given; [ ] = dose if it differs, or a comment. Unless noted, the call rests on the fitted dose curve; in most records, active means well fitted curve in the direction sought with a large enough effect; inconclusive means small, poorly fitted or top-dose-only effect, or another doubt; inactive means no such curve, though single readings can be large; an effect the other way counts as inactive or inconclusive. These rows are one share of the data (hit frequency here may not be typical).

SMILES | Mm-Cpn inhibitor | PLK1 PBD inh | CCT modulator | EPAC1 agonist | EPAC2 antag | PI5P4Ka inh | WRN helicase inh | EPAC1 antagonist
Cc1nn2c(SCC(=O)c3cccs3)cc(C(C)(C)C)nc2c1-c1ccccc1 | -2% | -11% | 0.6 | -8% | -25% | 14 | -25% | u
COCCN1C(=O)C(=O)/C(=C(/O)c2ccc(C)cc2)C1c1ccccn1 (stereo not drawn) | 1% | -13% | -3.1 | -7% | -4% | 2 | -2% | 13%
Cc1ccc(C)c(-c2csc(Nc3ncccn3)n2)c1 | 2% | -11% | -0.8 | -4% | 2% | 5 | 8% | -4%
CC(=O)N1c2ccc(S(=O)(=O)NCCC(=O)N(C)C3CCCCC3)cc2CC1C (stereo not drawn) | 1% | 3µM* | -0.1 | 20% | 4% | -55* | 4% | 16%
Brc1cccc(C2CC(c3ccccc3)n3nnnc3N2)c1 (stereo not drawn) | -19% | -6% | -2.0 | 1% | -4% | 4 | -2% | -1%
c1ccc(CSc2nnc(NC3=NCCCCC3)s2)cc1 | -1% | -11% | 0.1 | 5% | -2% | 1 | -1% | -8%
Cc1ccc(S(=O)(=O)NCc2ccc(C(=O)N3CCN(Cc4ccccc4)CC3)cc2)cc1 | -1% | -8% | -0.2 | 6% | -3% | x | -6% | 2%
C[C@H]1CN([C@@H](C)CO)C(=O)c2cccc(NC(=O)Nc3ccc(C(F)(F)F)cc3)c2O[C@@H]1CN(C)Cc1ccc(Cl)c(Cl)c1 | 1% | -3% | 0.3 | -33%[inhibitor] | -2% | 0 | -2% | -23%
COc1ccc(Cc2nc3ccc(C(=O)NC4CCOC4)cc3o2)cc1 (stereo not drawn) | 0% | 0% | -3.0 | 13% | 0% | 3 | 3% | 7%
CCOC(=O)[C@H]1[C@H]2COc3ccc(Cl)cc3[C@H]2N2C(=O)CNC(=O)[C@@]12C | -1% | -13% | -1.2 | -9% | -5% | -3 | 10% | -14%
O=C(Cc1ccccc1)c1ccc(O)cc1O | x | -8% | 1.6 | 3% | 11% | 6 | -2% | 2%
OC(c1ccco1)c1nc(-c2cccs2)cs1 (stereo not drawn) | x | -8% | -0.3 | 7% | -5% | u | -13% | -22%
COc1ccc(N(C(=O)c2ccco2)S(=O)(=O)c2ccc(F)cc2)cc1 | 1% | -10% | -0.1 | 14% | 6% | -7 | -4% | 10%
CCOC(=O)C1=C(C)NC(=O)C(C(N)=O)C12CCCCC2 (stereo not drawn) | -1% | 0% | 0.8 | -3% | 5% | -5 | 3% | 11%
COc1ccc(N(CC(=O)Nc2c(C)n(C)n(-c3ccccc3)c2=O)S(=O)(=O)c2ccccc2)cc1OC | 1% | -9% | -0.8 | 14% | 7% | 1 | 7% | 16%

Part of the list above in a different format.
| mol | Mm-Cpn inhibitor | PLK1 PBD inh | CCT modulator | EPAC1 agonist | EPAC2 antag | PI5P4Ka inh | WRN helicase inh | EPAC1 antagonist |
| --- | --- | --- | --- | --- | --- | --- | --- | --- |
| Cc1ccc(C)c(-c2csc(Nc3ncccn3)n2)c1 | 2% | -11% | -0.8 | -4% | 2% | 5 | 8% | -4% |
| CCOC(=O)[C@H]1[C@H]2COc3ccc(Cl)cc3[C@H]2N2C(=O)CNC(=O)[C@@]12C | -1% | -13% | -1.2 | -9% | -5% | -3 | 10% | -14% |

Next records:
SMILES | Mm-Cpn inhibitor | PLK1 PBD inh | CCT modulator | EPAC1 agonist | EPAC2 antag | PI5P4Ka inh | WRN helicase inh | EPAC1 antagonist
O=C(NCc1ccc2c(c1)OCO2)c1ccc(COc2cc(Cl)ccc2Cl)o1 | 0% | -1% | -1.2 | 11% | 0% | x | -11% | u
CCc1nnc(NC(=O)CSc2nnc(Cc3ccccc3)o2)s1 | 1% | -1% | -1.9 | -5% | 1% | x | -5%[57.1 µM] | 10%
O=C(NCc1ccccc1Cl)C1CCC(CNc2c(N3CCCCC3)c(=O)c2=O)CC1 (stereo not drawn) | -2% | -5% | -0.4 | 6% | -6% | 6 | -2% | -7%
COc1ccc(C(c2nnnn2CCc2ccccc2)N2CCN(C)CC2)cc1OC (stereo not drawn) | 2% | 3% | 1.8 | -4% | 19% | 0 | -5% | -10%
CC1(C(=O)N(CC(=O)NC2CCCC2)Cc2ccco2)CC(=O)N=C2C=CC=CN21 (stereo not drawn) | -1% | 0% | 1.0 | 0% | 14% | x | 15% | 9%
O=C(CSc1nnc2c(n1)[nH]c1ccc(F)cc12)N1CCOCC1 | -17% | -3% | -2.0 | 8% | 5% | 3 | -19% | 4%
O=C(NCc1ccccn1)c1ccc(Cn2cc(Br)cn2)o1 | -2% | -1% | -1.3 | 10% | 3% | x | -5%[57.1 µM] | 2%
O=C(OCC(=O)N1CCN(C(=O)c2ccco2)CC1)c1cccc(S(=O)(=O)N2CCc3ccccc32)c1 | 4% | u | -0.9 | 5% | -11% | -12 | -5% | -14%
c1ccc2c(c1)[nH]c1c(N3CCSCC3)ncnc12 | -2% | -24% | -0.5 | 4% | 2% | -3 | -6% | -17%
CCCOc1c(Br)cc(/C=N/O)cc1OC | x | -10% | -0.7 | -1% | -23% | 7 | -25% | -27%
C/C(=N\Nc1ccccc1[N+](=O)[O-])c1ccccc1O | -1% | -4% | -3.0 | 4% | -12% | 4 | 1% | -5%
COc1ccc2nc(/C=N/NC(=O)[C@@H]3CCCN3C(=O)OC(C)(C)C)ccc2c1 | -1% | 0% | -1.0 | 4% | -11% | 2 | -11% | 12%
Cc1nn(S(=O)(=O)c2ccc(F)cc2)c(C)c1S(=O)(=O)N1CCCCC1 | -2% | -8% | -6.4 | 0% | -10% | 3 | 0% | 2%
COc1ccc(-c2noc(CCC(=O)NC3CCCC3)n2)cc1 | 0% | -5% | 0.1 | 8% | 0% | 1 | 1% | 4%
Cc1ccc(CNc2ncnc3[nH]ncc23)cc1 | x | 2% | -0.3 | 7% | -2% | 1 | -14% | -6%
CCCCNC(=O)C(NS(=O)(=O)c1cccc2nsnc12)c1ccccc1 (stereo not drawn) | 2% | 1% | -4.8 | 0% | 1% | 2 | 1% | 9%
C/C(=N\NC(=O)CCn1nnc2ccccc21)c1cccs1 | 1% | -1% | -3.6 | -1% | -7% | 1 | -1% | 4%
Cc1ccc(SCCOCCN2CCOCC2)cc1 | 2% | -7% | 0.1 | 1% | -3% | 2 | -25% | -8%
Cc1cccc(NC(=O)CSCC(=O)N(C)Cc2c(F)cccc2Cl)c1 | 1% | 1% | -2.6 | 1% | -3% | -1 | -4% | -11%
CCCN1C2CCCC1CC(NC(=O)c1ccc(F)cc1)C2 (stereo not drawn) | 1% | -3% | -3.0 | 6% | 4% | x | 7% | 9%
COc1cccc(Nc2nc(C(N)COCc3ccccc3)cs2)n1 (stereo not drawn) | x | 2% | 0.4 | -7% | -15% | 6 | -9% | 11%
O=C(c1nc2ccc(Cl)cn2c1CN1CCC(CO)CC1)N1CCc2ccccc2C1 | 1% | -1% | -0.6 | -2% | 11% | 8 | -14% | -6%
COc1cccc2cc(C(=O)OCC(=O)NCc3ccc4c(c3)OCO4)c(=O)oc12 | 0% | -13% | 0.6 | -7% | 5% | 1 | -1% | 17%
Cc1ccc(CN2[C@@H](Cc3ccccc3)C(=O)CS2(=O)=O)cc1 | 0% | -16% | -0.1 | 1% | -12% | -5 | -14% | -23%
CN(CC(=O)NCc1ccco1)S(=O)(=O)c1cccc2cccnc12 | 0% | -10% | -4.0 | -12% | 13% | 0 | -3% | -7%
O=C(O)CCC(=O)OCC1CCCO1 (stereo not drawn) | -1% | -1% | 1.6 | -6% | 21% | 0 | -3% | 17%
CCOC(=O)Cc1nn(CC)c(=O)c2ccccc12 | 1% | -10% | -5.7 | -6% | 9% | 0 | 6% | -10%
COc1ccc(-c2ccc(/C=C3/C(=N)N4C(C)=CSC4=NC3=O)o2)c([N+](=O)[O-])c1 | -2% | -6% | -0.6 | 11% | -5% | -10 | u | -15%
O=C(CCC(=O)Nc1ccc(F)cc1)N/N=C/c1ccc(Br)cc1 | 1% | 4% | 0.5 | -2% | -1% | -2 | 2% | -9%
COC(CNS(=O)(=O)c1cc2c3c(c1)CCN3C(=O)CC2)OC | -1% | 21µM* | -1.9 | 8% | 2% | -16 | -1% | -22%
Cc1cc(NC(=O)C2CC=CCC2C(=O)O)ccc1NC(=O)c1ccccc1 (stereo not drawn) | 0% | -7% | -1.3 | -4% | 1% | 1 | 9% | -13%
CCC(O)(C#CCN1CCCCC1)CC | -2% | -6% | 0.3 | -23% | 0% | -7 | -12% | -11%

A draw from above in order of SMILES length, high to low:
SMILES | Mm-Cpn inhibitor | PLK1 PBD inh | CCT modulator | EPAC1 agonist | EPAC2 antag | PI5P4Ka inh | WRN helicase inh | EPAC1 antagonist
C[C@H]1CN([C@@H](C)CO)C(=O)c2cccc(NC(=O)Nc3ccc(C(F)(F)F)cc3)c2O[C@@H]1CN(C)Cc1ccc(Cl)c(Cl)c1 | 1% | -3% | 0.3 | -33%[inhibitor] | -2% | 0 | -2% | -23%
CCOC(=O)[C@H]1[C@H]2COc3ccc(Cl)cc3[C@H]2N2C(=O)CNC(=O)[C@@]12C | -1% | -13% | -1.2 | -9% | -5% | -3 | 10% | -14%
Cc1ccc(S(=O)(=O)NCc2ccc(C(=O)N3CCN(Cc4ccccc4)CC3)cc2)cc1 | -1% | -8% | -0.2 | 6% | -3% | x | -6% | 2%
COc1cccc2cc(C(=O)OCC(=O)NCc3ccc4c(c3)OCO4)c(=O)oc12 | 0% | -13% | 0.6 | -7% | 5% | 1 | -1% | 17%
CCCCNC(=O)C(NS(=O)(=O)c1cccc2nsnc12)c1ccccc1 (stereo not drawn) | 2% | 1% | -4.8 | 0% | 1% | 2 | 1% | 9%
CCCOc1c(Br)cc(/C=N/O)cc1OC | x | -10% | -0.7 | -1% | -23% | 7 | -25% | -27%
